mcGAS lum = inhibitors of mouse cGAS. recombinant cGAS, Kinase-Glo ATP depletion luminescence. inhibition, % at 12.5 µM. actives 0.15% (n = 160,000);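 note: 0% = negative control wells and 100% = reference inhibitor with no enzyme activity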
NPYLR7 agonist = mosquito NPYLR7 agonism | actives 0.15% (n = 270,000) | activation, % at 10 µM | HEK293T NPYLR7/Galpha15, GCaMP6s calcium fluorescence; in the data active = activation above about 40%;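 note: 0% = vehicle and 100% = reference agonist at the receptor; some compounds past the cut are filed as inactive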
hcGAS inh = inhibitors of human cGAS | Q8N884 | recombinant h-cGAS, ATP depletion, Kinase-Glo luminescence | inhibition, % at 12.5 µM | actives 0.081% (n = 290,000) | AID 1259398;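 note: 0% = vehicle reaction and 100% = reaction without DNA for no activity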
Target sequence (Q8N884 whole entry, looked up): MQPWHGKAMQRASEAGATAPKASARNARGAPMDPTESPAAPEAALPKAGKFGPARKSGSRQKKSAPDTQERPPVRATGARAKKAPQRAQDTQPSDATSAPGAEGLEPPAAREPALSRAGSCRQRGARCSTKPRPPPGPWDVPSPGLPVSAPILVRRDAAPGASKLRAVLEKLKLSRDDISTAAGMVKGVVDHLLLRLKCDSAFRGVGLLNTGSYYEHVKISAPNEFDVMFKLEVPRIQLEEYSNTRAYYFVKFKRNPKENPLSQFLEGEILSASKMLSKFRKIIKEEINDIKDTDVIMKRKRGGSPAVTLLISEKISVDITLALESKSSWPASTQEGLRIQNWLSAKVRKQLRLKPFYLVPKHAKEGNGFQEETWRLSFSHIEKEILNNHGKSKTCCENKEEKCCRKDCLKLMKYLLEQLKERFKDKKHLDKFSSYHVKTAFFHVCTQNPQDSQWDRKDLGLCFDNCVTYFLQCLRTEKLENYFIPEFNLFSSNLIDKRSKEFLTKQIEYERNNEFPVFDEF
* marks the source's active call; other numbers are inactive results; . = no result given; & = joins results of further samples. Cut-off read from the data, not from the text of the source, unless noted: active = inhibition above about 40%; inactive = the rest.

SMILES	mcGAS lum	NPYLR7 agonist	hcGAS inh
CCSc1nnc2c(n1)OC(c1ccc(OC)c(Br)c1)Nc1ccccc1-2 (stereo not given)	-3.6	-4.1	-5.4
NC(=O)Nc1cccc(NS(=O)(=O)c2ccccc2OC(F)(F)F)c1	.	12.5	-9.6
CSc1ncc(CNCCc2cccs2)c(N(C)C2CCCCC2)n1	-4.2	2.9	-3.7
CC(C)OCC(O)CN(CCN1CCOCC1)Cc1ccsc1 (stereo not given)	22.2	2.5	2.1
CCn1cncc1CNC(=O)c1cnn2cc(C)cnc12	-16.6	0.8	-5.1
CC(C)(O/N=C(/C(=O)N[C@@H]1C(=O)N2C(C(=O)O)=C(C[n+]3ccccc3)CS[C@H]12)c1csc(N)n1)C(=O)O	.	12.4	-5.5
O=C(Nc1ccccc1)c1cc(C2COCCN2C(=O)CCCc2ccccc2)on1 (stereo not given)	-5.2	0.5	-5.2
CCC(=O)C1=C(c2ccc(F)cc2)N(C(=O)CC)n2c(C)nnc2S1	.	-1.5	-14.1
CC1CCCN(CCNc2ccccc2S(C)(=O)=O)C1 (stereo not given)	-6.4	11.1	-9.9
COc1ccc(C(=O)N2CCCC(OCc3cccc([N+](=O)[O-])c3)C2)cc1 (stereo not given)	.	-4.7	-0.5
CCOC(=O)c1cc(-c2cccc(NC(=O)COc3cccc(Cl)c3)c2)n(-c2ccccc2OC)n1	-4.0	17.6	-0.3
O=S(=O)(/C=C/c1ccccc1)NCCc1cccc2ccccc12	.	-0.2	-11.3

Results in hcGAS inh (3 entries from above):
smiles	hcGAS inh
CCC(=O)C1=C(c2ccc(F)cc2)N(C(=O)CC)n2c(C)nnc2S1	-14.1
CCn1cncc1CNC(=O)c1cnn2cc(C)cnc12	-5.1
CC(C)OCC(O)CN(CCN1CCOCC1)Cc1ccsc1 (stereo not given)	2.1

Later entries.
SMILES	mcGAS lum	NPYLR7 agonist	hcGAS inh
O=[N+]([O-])c1cccc2ccc(C=Cc3ccc(Br)s3)nc12	.	10.6	-9.9
COc1ccc2cc(C(=O)NC(C)=O)c(=Nc3ccccc3)oc2c1	-6.5	-10.8	-2.3
CCS(=O)(=O)NCC1CCN(Cc2ccc(F)c(Cl)c2)C1 (stereo not given)	.	2.1	-9.1
C[C@H](N)c1ccc(Cl)c(Cl)c1Cl	.	8.1	-6.4
C#Cc1cccc(C(=O)N(CC2CCN(C3Cc4ccccc4C3)CC2)CC2CCCO2)c1 (stereo not given)	-10.1	-1.6	-7.2
O=C(NCCCN1CCc2ccccc2C1)C1(c2ccc(F)cc2)CC1	.	5.0	-7.7
C=C(C)CN1CCN(c2cc(C)nc3c(-c4ccccc4OC)c(C)nn23)CC1	-7.5	3.8	-7.7
COc1cccc(-c2cc(-c3ccc(C(=O)NCc4c(OC)cc(OC)cc4OC)cc3)[nH]n2)c1	-7.9	-1.2	-8.7
O=c1onc(-c2cccs2)n1Cc1cccc2c1OCCO2	-15.5	-2.0	-6.2
CC(=O)c1cccc(NS(=O)(=O)c2cccc(F)c2)c1	.	5.4	-7.6
Cc1ccn2cc(CNC(=O)c3nn(C)c4c3CCCC4)nc2c1	.	-2.2	-3.8
O=C(CCl)Nc1ccc(C2SCC(=O)N2c2ccccc2F)cc1 (stereo not given)	-3.6	37.0	-7.0
Cn1c(=O)c2c(SCC(=O)Nc3ccc(OC(F)(F)F)cc3)ccnc2n(C)c1=O	-1.6	-0.5	2.0
CN1CCN(c2nc3c(c(=O)n(C)c(=O)n3C)n2CCSc2ncccn2)CC1	-8.3	2.9	-6.4
COc1cccc(C2=Nc3nnnn3C(c3cccc(OC)c3OC)C2)c1 (stereo not given)	.	4.4	0.9
Cc1cccc(-c2cc(N)n(-c3ccc(C(=O)N(CCC#N)CCc4ccccn4)cc3)n2)c1	-4.4	3.2	-7.1
N#C/C(=N/Nc1ccc2[nH]c(=O)[nH]c2c1)C(=O)NCc1ccccc1	.	-6.4	-6.7
CSc1ccccc1NC(=O)c1cnc2cc(C)ccn2c1=O	-6.6	-0.3	-2.9
COc1ccc(C2c3ccsc3CCN2C(=O)CN(CC(C)C)S(=O)(=O)/C=C/c2ccccc2)cc1 (stereo not given)	-6.1	28.9	-5.9
CCn1c(C)cc(O)c(C(c2cccnc2)N2CCN(c3ccc(F)cc3)CC2)c1=O (stereo not given)	.	13.1	-1.0
Cn1ncc2c(N3CCOC(c4ccccc4)C3)nc(-c3cccnc3)nc21 (stereo not given)	.	5.2	0.9
CCCCCC(=O)N1CCC2(CC1)C(=O)N(CC(=O)Nc1cccc(Cl)c1)CN2c1ccccc1	-0.8	-6.9	3.6
Cc1c(C(=O)N2CCCC3(CCNCC3)CC2)sc2ncn(C)c(=O)c12	.	6.4	-6.4
Cc1nnc(SCCCn2c(Br)nc3c2c(=O)[nH]c(=O)n3C)s1	-6.5	9.8	-6.5

A few values from the list:
CN1CCN(c2nc3c(c(=O)n(C)c(=O)n3C)n2CCSc2ncccn2)CC1 – NPYLR7 agonist = 2.9
N#C/C(=N/Nc1ccc2[nH]c(=O)[nH]c2c1)C(=O)NCc1ccccc1 – NPYLR7 agonist = -6.4
Cn1c(=O)c2c(SCC(=O)Nc3ccc(OC(F)(F)F)cc3)ccnc2n(C)c1=O – hcGAS inh = 2.0
COc1ccc(C2c3ccsc3CCN2C(=O)CN(CC(C)C)S(=O)(=O)/C=C/c2ccccc2)cc1 (stereo not given) – hcGAS inh = -5.9

Later entries
SMILES	mcGAS lum	NPYLR7 agonist	hcGAS inh
CCN(CC)c1cc(Cl)nc(SCc2ccc(C(=O)N3CCN(C(c4ccccc4)c4ccccc4)CC3)cc2)n1	-2.9	-8.0	-3.3
CCOC(=O)N1CCC(NC(=O)CC2C(=O)NCCN2CCC(C)C)CC1 (stereo not given)	.	-0.8	-7.6
CC1CCc2c(sc3nc(SCC(=O)N4CCOC(C)C4)n(Cc4ccco4)c(=O)c23)C1 (stereo not given)	.	-8.0	1.6
O=C(NCc1ccccc1Cn1cncn1)C1CCCC1	.	0.0	-11.0
O=C(O)C1CCCCC1C(=O)Nc1cc(OCC(F)(F)F)cc([N+](=O)[O-])c1 (stereo not given)	.	9.9	3.5
Cc1cc(C)n(CC(=O)N2CCCC(C(=O)c3ccc(Cl)cc3C)C2)n1 (stereo not given)	-11.6	0.7&10.5	4.9&-2.6
Cc1cccc(NC(N)=Nc2nc3c(c(=O)[nH]2)CCCC3)c1	.	-1.0	-3.0
COc1cc(OC)cc(C(=O)NCc2cccc(-c3ncc(-c4ccccc4)[nH]3)c2)c1	-6.1	2.4	-6.1
COc1cc(C(=O)NC2CCc3ccccc32)ccc1OC(F)F (stereo not given)	.	-1.8	-8.2
Fc1cccc(OCCN2CCCC(C3OCCO3)C2)c1 (stereo not given)	.	8.4	-7.3
Cc1cc(=O)c(C(=O)NCC(=O)Nc2ccccc2Br)nn1-c1ccccc1[N+](=O)[O-]	-6.6	12.4	-8.2
COC(=O)c1ccc(CNC(=O)Cc2csc(C(C)=O)c2)cc1	.	-4.6	-5.0
Cc1ccc(S(=O)(=O)Nc2ccc(-n3nc(OCC(C)C)nc3-c3ccc(C(F)(F)F)cc3)cc2)cc1	-1.0	-5.8	3.2
Cc1c(C(=O)NCC(C)(C)CN(C)C)cnc2c(-c3ccc(F)cc3)cnn12	2.7	-8.9	2.3
OC1CCN(Cc2cc(Br)ccc2Cl)CC1	-16.5	5.0&6.7	-5.7&-6.2
COCCN1C(=O)CCC2(CCC(=O)NC2)C1=O (stereo not given)	.	-2.8	-1.2
COc1ccc(N2CCN(C(=O)c3ccccc3OC)C(C)C2=O)c(OC)c1 (stereo not given)	-4.1	6.7	-3.7
Cc1ccn2c(NC(=O)CCc3ccccc3)c(-c3ccccc3C)nc2c1	-4.8	-5.4	-5.3
CC(CC#N)NC(=O)c1cc(C(F)(F)F)cc(C(F)(F)F)c1 (stereo not given)	.	0.4	-8.1
O=C(O)CCc1cccc(Oc2ccc(F)cc2)c1	.	-4.3	-2.5
Cc1ccc(OCC2CCCN(Cc3cc(C#CCO)cs3)C2)cc1 (stereo not given)	.	0.3	-7.4
Cc1ccccc1S(=O)(=O)N1CCC(Cc2ccc(-c3ccccc3)cc2)CC1	-7.4	6.5	-6.0
CCCCN(C)c1c(CC)nc2ccc(C(=O)NCc3cccs3)cn12	-3.3	-6.7	-3.6
CCCCCCCC(=O)Nc1ccc(N2CCC(Cc3ccccc3)CC2)c(C(=O)NCCCOCC)c1	-5.5	-1.4	-0.3
O=C(NC1CCN(c2ccccc2C(=O)NCc2ccncc2)CC1)c1ccc(Br)cc1	-6.2	-2.2	-1.8
COCCOc1nc(-c2ccco2)n(-c2cccc(NC(=O)CC(C)C)c2)n1	-5.6	-1.1	-3.2
Cc1ccc(-c2nnc(Nc3cccc(O)c3)c3ccccc23)cc1S(=O)(=O)N1CCN(C)CC1	.	-14.2	3.8
COc1ccc(CNc2ccnc3c(-c4cc(C(C)C)ccc4OC)cnn23)cc1	-2.7	-4.2	-4.9
COc1ccc(S(=O)(=O)Oc2cc(CN(CCN(C)C)C(=O)c3ccco3)ccc2OC)cc1	-6.4	19.3	-11.5
CC1=C(C(=O)OC(C)C)C(c2cccc(O)c2)C2=C(CC(c3ccccc3)CC2=O)N1 (stereo not given)	-4.1	1.7	-3.4
COc1ccc(CCN(C)C(=O)CCCC(=O)c2ccccc2)cc1OC	-5.0	-3.6	-6.7
COc1cccc(C(C)(O)c2nc(-c3ccc(OC)nc3)cs2)c1 (stereo not given)	.	0.8	0.4
CC(C)(C)c1csc(NC(=O)C2CCCCC2C(=O)O)n1 (stereo not given)	.	-3.8	-5.9
CCc1ccc(CN(C)C(=O)CCc2nnc(CCc3cccc(OC)c3)o2)nc1	-3.3	1.8	-1.4
Cc1cccc(N2C(=O)C3C4C=CC(C4)C3C2=O)c1 (stereo not given)	3.9	4.0	-13.2
CCC(O)=C1C(=O)CC(C)(C)CC1=Nc1ccccc1C	.	4.6	-5.0

Compound profiles, from the list above. Values in the order: mcGAS lum | NPYLR7 agonist | hcGAS inh
COc1ccc(CCN(C)C(=O)CCCC(=O)c2ccccc2)cc1OC in the list: -5.0 | -3.6 | -6.7
Cc1cccc(N2C(=O)C3C4C=CC(C4)C3C2=O)c1 (stereo not given) in the list: 3.9 | 4.0 | -13.2
CC(C)(C)c1csc(NC(=O)C2CCCCC2C(=O)O)n1 (stereo not given) in the list: . | -3.8 | -5.9
O=C(NC1CCN(c2ccccc2C(=O)NCc2ccncc2)CC1)c1ccc(Br)cc1 in the list: -6.2 | -2.2 | -1.8

Carrying on.
SMILES	mcGAS lum	NPYLR7 agonist	hcGAS inh
O=C(CCN(Cc1ccccc1)c1nc(-c2ccccc2)nc2ccccc12)Nc1ccccc1F	-7.2	15.6	-3.1
COc1ccc(S(=O)(=O)N2CCCC2c2nc3cc(-c4ccccc4)ccc3o2)cc1 (stereo not given)	.	5.7	-0.9
CC1CC(C)(C)NC(=S)N1CCC(=O)N1CCCCCC1 (stereo not given)	-5.3	.	-8.7
COc1cc(C2C(C#N)=C(C)NC3=C2C(=O)CC(C)(C)C3)ccc1OCCO (stereo not given)	-5.3	3.9	-4.1
CCSC[C@H](N)C(=O)N[C@H]1C[C@H]2C(=O)N(C)CC(=O)N2C1	.	26.9	-5.7
COCCN(CC(=O)N1CC(=O)N(c2cccc(C)c2)C1)C(=O)c1cccc2ccccc12	-6.0	1.3	-2.2
CN(C)c1ccc(CN2CCCC(OCc3cccnc3)C2)cn1 (stereo not given)	-18.7	1.6	-9.4
O=C(c1cc(=O)c2ccccc2[nH]1)N1CCOC(CCc2ccccc2)C1 (stereo not given)	-2.9	.	-0.6
CC1(C)CN(C(=O)c2ccc(F)cc2)C2(S1)C(=O)N(Cc1ccccc1)c1ccccc12 (stereo not given)	-4.6	-2.0	-6.6
CN1CCOc2cc(C(=O)N3CCN(C)C(C(=O)O)C3)ccc21 (stereo not given)	.	4.0	-8.7
CCn1c(C2CCNCC2)nn(Cc2nccc(OC)c2OC)c1=O	.	-4.3	-3.4
Cc1cc(C)c(NC(=O)CCc2ccccc2Cl)c(C)n1	.	0.2	1.4
CCCc1nc(C(=O)NCc2cnn3ccccc23)cs1	-14.7	17.1	-6.4
COc1cccc(N2C(=O)CSC2c2cccc(NC(=O)COCc3ccccc3)c2)c1 (stereo not given)	-6.8	-0.4	-7.7
CCOc1ccc(-n2c(C)c(C(=O)OC3CCCCC3)c3cc(OC)ccc32)cc1	-2.0	-7.1	-4.8
OC(OCc1ccc(C(O)(C(F)(F)F)C(F)(F)F)o1)(C(F)(F)F)C(F)(F)F	.	5.9	-5.2
COc1ccc(NC(=O)c2sccc2OC)c(C)n1	.	3.5	-4.8
COc1ccc(Oc2cnn(-c3ccc(C)cc3)c(=O)c2Nc2cccc(C(=O)NCC3CCCO3)c2)cc1 (stereo not given)	-2.8	1.4	-0.2
O=C(c1cccc(C(=O)N2CCCc3cc(Cl)cc(Cl)c32)n1)N1CCCC1	.	3.3	-5.4
CCC(Sc1ncc(S(=O)(=O)c2ccc(Cl)cc2)c(=O)[nH]1)C(=O)Nc1ccc(F)cc1 (stereo not given)	4.6	0.7	0.6
NS(=O)(=O)c1ccc(O)c([N+](=O)[O-])c1	.	1.1	-7.1
CCCCN(CCO)C(=O)c1ccc(F)c(C(F)(F)F)c1	.	-1.1	-16.8
Cc1[nH]c(=S)c(C#N)c(C)c1C	0.5	1.5&-3.4	-3.3&1.4
CNC(=O)c1nnc2n1C(c1ccccc1)CN(Cc1cccn1-c1ncccn1)C2 (stereo not given)	.	7.0	-6.4
Cn1cc(-c2csc(C(C)(O)c3cccc(F)c3)n2)cn1 (stereo not given)	.	4.7	-10.0
Cc1cc(C)c(S(=O)(=O)N=C2C=CC(=O)C=C2)cc1C	.	1.3	-4.9
CC(Nc1cc(Cl)nc(N)n1)c1cc(F)ccc1N1CCC(O)CC1 (stereo not given)	-18.8	6.3	-10.2

Compound activity: PubChem, Fisher Drug Discovery Resource Center
